ALOX12 inh: Primary qHTS assay for inhibitors of human arachidonate 12S-lipoxygenase (ALOX12): Round 2. purified 12hLO, xylenol orange hydroperoxide absorbance. 580,000 compounds, 1.1% hits. Potency, µM (top dose mostly 108 µM), without a hit: at the top dose activity change, negative = inhibition, actives largely listed as inhibitors; active means well fitted inhibition curve with a large enough effect; inconclusive means small, poorly fitted or top-dose-only effect, or another doubt; inactive means no such curve, though single readings can be large or run the other way; further: potency means the concentration at half of the fitted maximal effect
Target sequence (P18054 whole entry, looked up): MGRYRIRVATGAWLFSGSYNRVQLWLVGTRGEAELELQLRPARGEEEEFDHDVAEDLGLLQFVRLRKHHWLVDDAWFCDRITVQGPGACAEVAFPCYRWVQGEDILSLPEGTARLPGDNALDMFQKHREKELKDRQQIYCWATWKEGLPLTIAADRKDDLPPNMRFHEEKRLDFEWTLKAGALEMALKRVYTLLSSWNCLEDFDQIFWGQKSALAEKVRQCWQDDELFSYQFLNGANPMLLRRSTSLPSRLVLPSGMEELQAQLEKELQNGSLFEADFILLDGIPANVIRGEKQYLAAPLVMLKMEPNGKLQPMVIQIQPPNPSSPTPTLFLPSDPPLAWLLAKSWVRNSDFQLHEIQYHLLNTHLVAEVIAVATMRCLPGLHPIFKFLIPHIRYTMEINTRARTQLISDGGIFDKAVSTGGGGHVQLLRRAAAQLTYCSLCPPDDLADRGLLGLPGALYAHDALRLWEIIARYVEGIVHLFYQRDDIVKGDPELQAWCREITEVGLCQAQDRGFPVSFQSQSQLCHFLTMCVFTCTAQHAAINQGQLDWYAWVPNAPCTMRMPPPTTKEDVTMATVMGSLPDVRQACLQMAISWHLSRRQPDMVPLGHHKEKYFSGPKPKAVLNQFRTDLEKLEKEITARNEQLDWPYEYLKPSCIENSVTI
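Purified human 12hLO (150 nM final) in 25 mM Hepes, 0.01% Triton X-100, pH 7.0 was preincubated 15 min at room temperature with compound. Then 40 uM arachidonic acid was added, 30 min. Hydroperoxide was read by Fe-XO absorbance ratio 573/405 nm.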
LDHA inh: qHTS assay for inhibitors of human lactate dehydrogenase; 480,000 compounds, 0.15% hits; purified LDHA, NADH/diaphorase-resazurin fluorescence; hits give low values; activity change, % (values are at about 110 or 230 µM); in the data active means activity change below about -30%; inconclusive means mostly about -25% to -30%;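 further: plate controls were DMSO wells for no effect and wells without enzyme for full effect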
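Human LDH5 (2 nM) was incubated with 0.06 mM NADH and 0.2 mM pyruvate for 5 min at room temperature in Tris pH 7.4. Remaining NADH was coupled through diaphorase/resazurin, and resorufin fluorescence was read at 0 and 20 min.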
* hit, by the source's call; ? = inconclusive; [ ] = dose if it differs, or a comment. Unless noted, on the % scale 0 is the no-effect control and ±100 the full control effect.

SMILES	ALOX12 inh	LDHA inh
COc1cc(C(=O)NCc2coc(-c3cccs3)n2)ccc1C	?	-1.1
COC(=O)CC(NC(=O)Cc1cc(C(C)=O)ccc1OC)c1cccs1 (stereo unspecified)	21.5%	-2.1
O=C1CC(c2ccccc2OCc2ccc(F)cc2)c2cn[nH]c2N1 (stereo unspecified)	75.5%[activator]	8.4
COc1ccc2nc(-n3ncc4c3NC(=O)CC4c3cccc(O)c3)sc2c1 (stereo unspecified)	-5.1%	-1.6
C=CCN1CCN(c2nc3c(c(=O)[nH]c(=O)n3C)n2Cc2ccc(Cl)cc2Cl)CC1	-4.6%	13.3
Cc1ccc(C(=O)NCCc2nc3cc(NC(=O)C4CCCCC4)ccc3n2C)cc1F	?	-18.6
O=C(Cc1ccc(Br)cc1)Nc1nc2c(s1)CCCC2	-24.6%	0.3
CSC(=Nc1cccc([N+](=O)[O-])c1)SC	?	-2.0
Cc1ccc(NS(=O)(=O)c2cc([N+](=O)[O-])ccc2N/N=C/c2ccc(-c3ccccc3)cc2)c(C)c1	14.7%	-4.0
CC(C)OC(=O)/C(C#N)=C\c1ccc(-c2cc(Cl)ccc2Cl)o1	-18.1%	0.6
Cc1c(CC(=O)O)c(=O)oc2cc(OCc3ccc(C(C)(C)C)cc3)ccc12	-28.1%	0.0
O=C1CCC(C(=O)OCc2cccc(Cl)c2)=NN1	?	2.0
CN(C)C(CNC(=O)CC1C=CCC1)c1cccs1 (stereo unspecified)	22.9%	0.4
CC(C)(C)CC(=O)N1CCC(C(=O)NCc2cccnc2)CC1	-9.4%	5.7
O=C(NCCCl)c1ccc2ccccc2n1	?	2.1
Cc1scc(C(=O)NCCC23CC4CC(CC(C4)C2)C3)c1-c1ccccc1	6.4%	-1.8
Cc1ccc(NC(=O)CN2CCC(C(N)=O)CC2)cc1F	?	-5.6
COc1ccc(CN(C)C(=O)CSc2nnc(COc3ccc(Cl)cc3)n2C)cc1F	?	2.8
Cn1c(=O)[nH]c(=O)c2c1nc(NCc1ccccc1Cl)n2CCCc1ccccc1	?	0.6
Cc1ccc2nc(/C(C#N)=C\c3ccccc3OCc3ccccc3Cl)[nH]c2c1	-1.6%	4.9
Cc1ccc(S(=O)(=O)N2CCN(Cc3cc(=O)oc4cc(O)c(Cl)cc34)CC2)cc1	44.7µM*	-0.1
CC(C)CCNc1nc(-c2ccc(O)c(C(N)=O)c2)cs1	7.94µM*	?
CCc1ccc2oc(=O)cc(CN3CCN(CC(=O)N4CCCCC4)CC3)c2c1	-26.2%	?
O=C(c1ccc(Cn2cncn2)cc1)N1CCN(c2cccc(Cl)c2)CC1	0.0%	0.8

Gathered by group: those above containing a tert-butyl group (2)
SMILES	ALOX12 inh	LDHA inh
Cc1c(CC(=O)O)c(=O)oc2cc(OCc3ccc(C(C)(C)C)cc3)ccc12	-28.1%	0.0
CC(C)(C)CC(=O)N1CCC(C(=O)NCc2cccnc2)CC1	-9.4%	5.7

(listing goes on)
SMILES	ALOX12 inh	LDHA inh
O=C(c1ccc(OCc2cn3ccccc3n2)cc1)N1CCN(c2ccc(O)cc2)CC1	?	27.7
CCOc1ccc(/C=C/C(=O)c2ccc(Cl)cc2)cc1	1.8%	-1.0
CCN(CC(C)C#N)C(=O)C1CCN(C(=O)c2ccc(Cl)cc2)CC1 (stereo unspecified)	31.8%[activator]	-1.8
COc1ccc(C(C(=O)Nc2ccc(F)cc2)N2CCN(c3cccc(C(F)(F)F)n3)CC2)cc1 (stereo unspecified)	-13.1%	-6.6
Cc1cc2c(cc1C)NC(c1ccccc1)C1=C(CC(C)(C)CC1=O)N2 (stereo unspecified)	1.1%	-9.7
COc1ccc(C)cc1NC(=O)CNC(=O)NOCc1ccccc1	?	0.6
O=C1N(CCc2ccccc2)c2ccccc2C1(O)c1c[nH]c2ccccc12 (stereo unspecified)	-7.6%	-3.8
O=C(Nc1cccc(CO)c1)c1cn(Cc2ccccc2Cl)nc1-c1ccccc1	-45.1%	13.2
O=C(Nc1cccc2ccccc12)C1CCCCC1	?	-3.3
Cc1c(CCC(=O)NCc2ccc(F)cc2)c(=O)oc2c(C)c(O)ccc12	-3.2%	-0.5
CCOC(=O)c1ccc(NC(=O)c2nc3ccccc3nc2N2CCCC2)cc1	8.3%	1.4
N#Cc1cccc(C(=O)NCCc2cccs2)c1	-0.1%	5.0

Reformatted: results already given.
mol | ALOX12 inh | LDHA inh
O=C(Nc1cccc(CO)c1)c1cn(Cc2ccccc2Cl)nc1-c1ccccc1 | -45.1% | 13.2
O=C(Nc1cccc2ccccc12)C1CCCCC1 | ? | -3.3

3 structures out of the list, ordered by SMILES length, lowest first.
SMILES	ALOX12 inh	LDHA inh
CCN(CC(C)C#N)C(=O)C1CCN(C(=O)c2ccc(Cl)cc2)CC1 (stereo unspecified)	31.8%[activator]	-1.8
O=C(Nc1cccc(CO)c1)c1cn(Cc2ccccc2Cl)nc1-c1ccccc1	-45.1%	13.2
O=C(c1ccc(OCc2cn3ccccc3n2)cc1)N1CCN(c2ccc(O)cc2)CC1	?	27.7

Additional records.
SMILES	ALOX12 inh	LDHA inh
Cc1cc(OC(C)C(=O)NN)ccc1Cl (stereo unspecified)	67.0%[activator]	4.2
O=S(=O)(Nc1ccc2c(c1)CCC2)c1ccccc1Cl	-61.1%	-0.5
CC(C)(C)c1ccc(CCC2OCC(C[N+]3(C)CCCCC3)O2)cc1 (stereo unspecified)	?	14.0
COC(=O)c1sc(S(=O)(=O)Nc2ccc(F)c(F)c2)c(C(=O)OC)c1C	37.4%	0.1
FC(F)(F)c1ccc(C(=NCc2ccccc2)c2ccc(C(F)(F)F)cc2)cc1	-59.5%	12.7
Cc1cc(C(F)(F)F)nc(SCC(=O)O)n1	?	-10.3
O=C(c1cc(F)cc(F)c1)N1CCC(CN2CCOCC2)CC1	42.1%[activator]	8.4
CC(=O)NCc1ccc(-c2csc(Nc3ccc(F)cc3)n2)o1	?	-11.4
N#C/C(=C/c1ccccc1)C(=O)OCC(=O)N1CCC(Cc2ccccc2)CC1	?	0.8
COc1ccc(C(=O)/C(C#N)=C\c2ccc(Cl)cc2)cc1	?	-0.8
Cc1cc(C)c(CNCC(O)c2ccccc2)c(C)c1 (stereo unspecified)	-22.3%	-6.0
O=C(c1cccc(Br)c1)N(Cc1ccc2cc[nH]c2c1)C1CC1	?	7.3
Cc1cccc(/C=C2\CCc3ccccc3C2=O)c1	5.8%	-2.7
CCN(CC)Cc1ccc(CNC(=O)c2cnn(-c3ccccc3)c2)cc1	-21.6%	-23.4
CC(C)Cn1nnnc1SC(C)C(=O)c1ccc(Br)cc1 (stereo unspecified)	-4.0%	8.9
Cc1nc2ncnn2c(N(C)Cc2ccccc2)c1Cc1ccccc1	5.6%	3.5
O=C(N[C@@H]1CC[C@@H](CCNC(=O)C2CCOCC2)O[C@@H]1CO)c1ccncc1	-10.1%	-3.2
COc1cccc(N2CC(C(=O)NCCNC(=O)c3c[nH]c4ccccc34)CC2=O)c1 (stereo unspecified)	-4.1%	1.0
COc1ccc(-c2coc3cc(OCC(=O)N4CCC(=O)CC4)ccc3c2=O)cc1	-22.8%	-6.1
Cc1cc(CNC(=O)COc2ccc3ccccc3c2)c2ccccc2n1	-25.1%	9.2
COc1ccc2cc(COC(=O)C3COc4ccccc4O3)ccc2c1 (stereo unspecified)	?	13.5
COc1cc2cc(C(=O)NC(C)c3cccc4ccccc34)c(N)nc2cc1OC (stereo unspecified)	?	2.2
O=C(Nc1cccc(Br)c1)c1csc2c1CCCC2	-49.6%	5.6
CCCn1nc(C(=O)OCCOc2ccc(OC)cc2)c2ccccc2c1=O	36.0%[activator]	-20.4
O=C(OCc1ccccc1)c1ccc2nccnc2c1	31.4%[activator]	-2.7
O=C(CCc1ccco1)NC1(C(=O)O)CCCCCC1	-14.6%	-1.1
CCOC(=O)c1sc(N)c(C#N)c1CSc1ccc(C)cc1C	?	1.4
CC(OC(=O)c1ccc(-n2cnnn2)cc1)C(=O)N1CCCc2ccccc21 (stereo unspecified)	-3.2%	-7.4
CCc1nnc(NC(=O)CN2CCN(c3cccc(C)c3C)CC2)s1	9.6%	2.4
COc1cc(S(=O)(=O)Nc2ccc(C(C)=O)cc2)ccc1NC(C)=O	-42.0%	-3.4
CS(=O)(=O)NCC1CCCN(C(=O)c2cnc3ccccc3n2)C1 (stereo unspecified)	16.0%	10.3
O=C1NC[C@H](CCCCN2CCN(CCc3ccc(O)cc3)C(=O)C2=O)N(CCc2ccc(O)cc2)C1=O	?	-2.4
O=C(O)/C=C/c1ccccn1	-5.2%	-1.2
COc1ccc(C(=O)c2c(N)c(C#N)c3n2CCC3)cc1OC	9.0%	33.4
O=C(NCCN1CCCCCC1)c1ccc(CN2CC(=O)N3CCCCC3C2=O)cc1 (stereo unspecified)	7.4%	4.6
Cc1cccc(NC(=O)N2CCC(CCNS(=O)(=O)c3ccc(C(C)(C)C)cc3)CC2)c1	20.9%	-1.6

Looked up one by one from the entries so far:
SMILES	ALOX12 inh	LDHA inh
CCOC(=O)c1sc(N)c(C#N)c1CSc1ccc(C)cc1C	?	1.4
CC(OC(=O)c1ccc(-n2cnnn2)cc1)C(=O)N1CCCc2ccccc21 (stereo unspecified)	-3.2%	-7.4
COc1cc(S(=O)(=O)Nc2ccc(C(C)=O)cc2)ccc1NC(C)=O	-42.0%	-3.4
O=C(O)/C=C/c1ccccn1	-5.2%	-1.2

Going on with the list.
SMILES	ALOX12 inh	LDHA inh
Cc1cc(C)c(NC(=O)COc2ccc(C(=O)Nn3c(C)ccc3C)cc2)c(C)c1	13.8%	0.9
CCN1CCN(c2ccc(N3CCN(S(=O)(=O)c4cccc(C)c4)CC3)nn2)CC1	-4.3%	-0.3
CC1=C(C(=O)N2CCCCCC2)CC(CC(=O)NC2CCCC2)C(=O)N1CCC1=CCCCC1 (stereo unspecified)	8.5%	0.0
Cc1[nH]c2ccccc2c1C(=O)CN1C(=O)CC2(CCCCC2)C1=O	-4.1%	7.3
CC(CNC(=O)C1CCC(C(=O)NCC(C)c2ccccc2)CC1)c1ccccc1 (stereo unspecified)	13.4%	0.1
Cc1cc(C(=O)OC(C)C(=O)N2CCCCCC2)c2ccccc2n1 (stereo unspecified)	-3.6%	-6.1
O=C(CCC(=O)Nc1cccc(C(F)(F)F)c1)NCCc1ccccc1	3.4%	2.7
CCC1=C(c2ccc(C)cc2)S(=O)(=O)N=C1N1CCC(C(=O)Nc2ccc(OC)c(OC)c2)CC1	-21.1%	1.1
CCCNc1c(NC(=O)CC(=O)OCC)c(=O)oc2ccccc12	2.3%	-0.8
Cc1cccc(OCC(=O)Nc2nc(-c3ccc(S(=O)(=O)N4CCOCC4)cc3)cs2)c1	-5.3%	1.8
Cc1ccc(P(=O)(c2ccc(C)cc2)[C@@H](NC(c2ccccc2)c2ccccc2)c2ccccc2)cc1	?	0.4
CCOc1cccc(C(=O)Oc2ccccc2)c1	7.2%	0.5
C=C(C)CN1CCN(CCc2ccccc2)CC1	18.2%	0.0
O=C(c1ccccc1)N1CC=C(c2c[nH]c3ccccc23)CC1	?	12.2
Cc1ccc(C)c(NC(C)C(=O)N(C)Cc2cccc(F)c2)c1 (stereo unspecified)	-3.2%	-2.5
C=CCc1c(C)nc(Nc2nc(C)c3cc(C)cc(C)c3n2)[nH]c1=O	-0.5%	2.2
O=Cc1cccn1-c1ccccn1	1.2%	2.8
Cc1cccc(C(=O)OCc2ccc(-c3ccccc3)cc2)n1	?	-16.2
COc1ccc2nc(C)c(C(=O)Nc3ccc4ccccc4n3)cc2c1	-16.5%	-3.6
CC(OC(=O)c1cc2ccccc2[nH]1)C(=O)N(C(C)C)C(C)C (stereo unspecified)	-0.3%	0.6
CCCOc1c(C(=O)OC)sc2ccc(NC(=O)c3cccc(F)c3)cc12	-4.3%	-0.1
Cc1[nH]c2ccccc2c1C(c1ccc(Cl)c(Cl)c1)c1c(C)[nH]c2ccccc12	?	1.6
CCC(CC)C(C(=O)NCc1ccccc1)N1CCN(CCN2CCOCC2)CC1 (stereo unspecified)	4.3%	4.5
O=C(NCC[C@@H]1CC[C@@H](NS(=O)(=O)Cc2ccccc2)[C@@H](CO)O1)C1CC1	-3.9%	0.2
COC(=O)c1c(C)[nH]c(C(=O)Cn2nnc(-c3ccc(C(C)C)cc3)n2)c1C	-2.2%	-3.2
CCCCCCCC1C(=O)CC(c2ccccc2)NC1c1ccccc1 (stereo unspecified)	2.1%	0.5
CC(=O)c1ccc(C2CC(OCCF)=CC(=O)O2)cc1 (stereo unspecified)	4.5%	0.4
CCOC(=O)[C@]12CCCC=C1N(Cc1ccc(Cl)cc1Cl)C(=O)[C@H](CC(=O)N1CCN(C(=O)C3CC3)CC1)C2	4.8%	0.4
CC1(C)CC(=O)C2=C(C1)c1c(ccc3ccccc13)NC2c1ccncc1 (stereo unspecified)	-29.9%	-4.9
COc1cccc(C(=O)Nc2ccc3oc(-c4cccc(I)c4)nc3c2)c1	?	1.0
CCCN(C(=O)Cn1nc(Cc2ccncc2)c2ccccc2c1=O)c1ccccc1F	5.0%	-11.9
Cc1ccc(C23CC4CC(CC(C(=O)O)(C4)C2)C3)cc1C	-33.4%	6.1
N#Cc1c(/N=C/c2c(F)cccc2F)sc2c1CCCC2	?	-3.1
Cc1ccccc1Nc1nc(N)nc(CSc2nnc(C3CC3)n2C)n1	38.4%	-16.7

Only part of the results is shown; count on the stated rates, not on these rows.
